mcGAS lum = mouse cGAS inhibition by luminescence; Q8C6L5; recombinant cGAS, Kinase-Glo ATP depletion luminescence; inhibition, % at 12.5 µM; actives 0.15% (n = 160,000);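 further: 0% = negative control wells and 100% = reference inhibitor with no enzyme activity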
NPYLR7 ag = activates Aedes aegypti NPYLR7 receptor; HEK293T NPYLR7/Galpha15, GCaMP6s calcium fluorescence; activation, % at 10 µM; actives 0.15% (n = 270,000); in the data active means activation above about 40%;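 further: 0% = vehicle and 100% = reference agonist at the receptor; some compounds past the cut are filed as inactive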
hcGAS inh = inhibitors of human cGAS; inhibition, % at 12.5 µM; recombinant h-cGAS, ATP depletion, Kinase-Glo luminescence; Q8N884; actives 0.081% (n = 290,000); AID 1259398;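 further: 0% = vehicle reaction and 100% = reaction without DNA for no activity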
Target sequence (Q8N884 whole entry, looked up): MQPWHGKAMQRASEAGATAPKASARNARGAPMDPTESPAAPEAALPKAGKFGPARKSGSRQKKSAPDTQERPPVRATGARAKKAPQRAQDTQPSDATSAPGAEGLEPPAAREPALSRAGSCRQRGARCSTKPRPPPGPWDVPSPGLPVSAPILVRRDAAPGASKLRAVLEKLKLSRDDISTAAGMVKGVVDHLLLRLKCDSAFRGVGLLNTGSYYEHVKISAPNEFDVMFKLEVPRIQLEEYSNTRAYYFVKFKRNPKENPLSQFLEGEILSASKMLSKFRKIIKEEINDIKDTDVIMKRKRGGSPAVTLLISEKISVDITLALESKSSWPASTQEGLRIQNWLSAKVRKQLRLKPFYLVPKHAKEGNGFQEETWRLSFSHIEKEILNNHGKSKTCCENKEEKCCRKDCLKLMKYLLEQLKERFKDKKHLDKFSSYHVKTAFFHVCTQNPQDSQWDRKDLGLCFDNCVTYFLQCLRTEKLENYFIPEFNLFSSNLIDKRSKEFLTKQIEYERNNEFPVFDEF
* = called active by the depositor; & = joins results of further samples. Unless noted, no stated cut-off is given here; in the data, active means inhibition above about 40%; inactive means the rest. Compounds as they come; overall some 0.27% were active at least once.

For CCN(C(C)=O)c1nc(/C=C/c2nc3cc(Cl)ccc3o2)cs1 the results were NPYLR7 ag 2.5 and hcGAS inh -8.1.
Cc1ccc(Cc2nc(N3CCN(C(=O)Nc4cccc(Br)c4)CC3)c3c(-c4cccnc4)noc3n2)cc1 was read as mcGAS lum -0.5, NPYLR7 ag 2.5 and hcGAS inh 4.7.
For COc1ccc(-c2nc(C(=O)N3CCN(C)CC3)sc2-c2ccc(OC)cc2)cc1 the results were NPYLR7 ag 0.0 and hcGAS inh -4.5.
`COc1cccc(CSc2nnc(CNC(=O)c3ccc([N+](=O)[O-])cc3Cl)n2-c2ccc(Cl)cc2Cl)c1` gave mcGAS lum -4.0 and hcGAS inh -4.4.
For CC(CN1CCN(c2ccccc2)CC1)NC(=O)N1CCOCC1 (centres undefined) the results were NPYLR7 ag -13.4 and hcGAS inh -9.6.
For CS(=O)(=O)c1ccc(C(=O)Nc2c(Cl)cc(NC(=O)CC3C=CCC3)cc2Cl)cc1 (centres undefined) the results were NPYLR7 ag 4.0 and hcGAS inh -3.5.
For COc1ccccc1CNC(=O)CN1CC2(CCNCC2)CC1C(=O)O (centres undefined) the results were NPYLR7 ag 18.4 and hcGAS inh -4.9.
O=S(=O)(c1ccc(Br)s1)N1CCCC1c1nc2ccccc2s1 (centres undefined) was read as NPYLR7 ag 1.9 and hcGAS inh -1.5.
Screening CC(C)(C)C(=O)N1CC(=O)N(C2Cc3ccccc3C2)CC(O)C1 (centres undefined) returned mcGAS lum -8.3, NPYLR7 ag 4.7 and hcGAS inh -5.0.
For O=S(=O)(c1cccc(C(F)(F)F)c1)N1CCN(C(c2ccccc2)c2ccc(Br)cc2)CC1 (centres undefined) the results were mcGAS lum -5.4, NPYLR7 ag 5.4 and hcGAS inh -5.0.
For N#CC(=Cc1cccn1-c1ccc([N+](=O)[O-])cc1)c1nc2ccccc2[nH]1 the results were NPYLR7 ag -5.3 and hcGAS inh -3.1.
`CSCc1cc(C(=O)OC(C)C(=O)NC(=O)NC(C)(C)C)ccc1F` (centres undefined) gave NPYLR7 ag 3.4 and hcGAS inh -7.3.
Screening CCc1c(C)nn(-c2ccc(C(=O)NCCCN(C)c3ccccc3)cc2)c1C returned mcGAS lum -6.4, NPYLR7 ag -8.4 and hcGAS inh -1.9.
`COc1cc(OC)cc(C(=O)N2CCC3(CC2)SCCN3C(=O)c2ccc(C(F)(F)F)cc2)c1` gave mcGAS lum -5.1, NPYLR7 ag 17.3 and hcGAS inh -6.3.
Cc1ccc(S(=O)(=O)Nc2ccc(Nc3cnc(-c4ccc(O)cc4)cn3)cc2)cc1 was read as NPYLR7 ag 2.1 and hcGAS inh -7.2.
Screening c1n[nH]nc1SCCNC1CCCNC1 (centres undefined) returned NPYLR7 ag 3.8 and hcGAS inh -6.5.
`CC(=O)Nc1ccc(NC(=O)Cn2nc(C3CC3)c3cnn(-c4ccccc4)c3c2=O)cc1` gave NPYLR7 ag 4.3 and hcGAS inh -3.0.
Cc1cc(F)ccc1N1CCC(N2CCN(CCC(C)C)C(CCO)C2)CC1 (centres undefined) was read as mcGAS lum -9.2, NPYLR7 ag 15.7 and hcGAS inh -6.2.
`Cc1cc(C)c(NC(=O)C(C)N2CCCC(C(F)(F)F)C2)c(C)c1` (centres undefined) gave NPYLR7 ag 8.2 and hcGAS inh -12.7.
For CC(=O)N1CCC(C(=O)N2CCN(CC(OCc3cccc(C)c3)c3ccc(Cl)cc3)CC2)CC1 (centres undefined) the results were mcGAS lum -4.9, NPYLR7 ag -3.8 and hcGAS inh -3.4.

3 neighbouring records out of the list so far, quoted:
Screening CCc1c(C)nn(-c2ccc(C(=O)NCCCN(C)c3ccccc3)cc2)c1C returned mcGAS lum -6.4, NPYLR7 ag -8.4 and hcGAS inh -1.9.
`COc1cc(OC)cc(C(=O)N2CCC3(CC2)SCCN3C(=O)c2ccc(C(F)(F)F)cc2)c1` gave mcGAS lum -5.1, NPYLR7 ag 17.3 and hcGAS inh -6.3.
Cc1ccc(S(=O)(=O)Nc2ccc(Nc3cnc(-c4ccc(O)cc4)cn3)cc2)cc1 was read as NPYLR7 ag 2.1 and hcGAS inh -7.2.

The list continues.
C=CCc1cccc2cc(C(=O)Nc3ccccc3CC)c(=O)oc12 was read as mcGAS lum -5.5&-2.2, NPYLR7 ag -3.9&0.4 and hcGAS inh -5.9&1.4.
For CN(C)c1nc(C23CC4CC(CC(C4)C2)C3)cs1 the results were NPYLR7 ag 0.7 and hcGAS inh -5.6.
`c1ccc(N2CCN(C3CCCN(Cc4cccc5cccnc45)C3)CC2)cc1` (centres undefined) gave NPYLR7 ag 20.8 and hcGAS inh -10.5.
`CC(NC(=O)c1cccs1)c1ccc(Cl)s1` (centres undefined) gave NPYLR7 ag 2.8 and hcGAS inh -6.4.
For C=CC[C@@H]1CC=C[C@@H](C)N1C(=O)CCn1cncn1 the results were NPYLR7 ag 4.3 and hcGAS inh -4.8.
Cc1nc2c(c(N3CCc4c(Cl)cccc4C3)n1)CCNCC2 was read as mcGAS lum -10.3, NPYLR7 ag 0.4 and hcGAS inh -3.3.
CCOc1ccccc1CN1CCN(Cc2ccc3nonc3c2)CC1CCO (centres undefined) was read as NPYLR7 ag 10.0 and hcGAS inh -8.2.
For CCOC(=O)CNC(=O)N1C[C@@H](C(N)=O)[C@@H]2Oc3ccccc3[C@@H]21 the results were mcGAS lum -8.7, NPYLR7 ag 0.7 and hcGAS inh -11.0.
CNC(=O)c1nnc2n1CCN(C(=O)c1ccc3c(c1)CCO3)C2 was read as NPYLR7 ag 8.8 and hcGAS inh -7.1.
Screening Cc1ccc2nc(N(Cc3cccnc3)C(=O)c3ccccc3[N+](=O)[O-])sc2c1 returned mcGAS lum -7.6, NPYLR7 ag -11.2 and hcGAS inh -3.9.
`COCc1cccc(CNC(=O)c2cccc(S(=O)(=O)NC3CCCC3)c2)c1` gave NPYLR7 ag -7.4 and hcGAS inh 0.1.
`Cc1nc2c(=O)n(Cc3ccccc3)nc(-c3ccc(F)cc3)c2s1` gave mcGAS lum -7.8, NPYLR7 ag -1.1 and hcGAS inh 0.7.
Screening COc1cc(NC(=O)c2cnn3c(C(F)(F)F)cc(-c4cccs4)nc23)c(OC)cc1Cl returned mcGAS lum -5.3, NPYLR7 ag 13.8 and hcGAS inh -5.2.
`CCN(CC)S(=O)(=O)N(C)Cc1sccc1C` gave NPYLR7 ag 7.1 and hcGAS inh -6.9.
Screening C/C=C/CC(=O)Nc1ccc(OC)c(NC(=O)c2ccccc2)c1 returned NPYLR7 ag -6.7 and hcGAS inh -3.7.
Screening CN(C)c1ccc(NC(=O)c2ccccc2Cl)cc1CN(Cc1ccc(F)cc1)S(=O)(=O)c1ccc(F)cc1 returned mcGAS lum -7.8, NPYLR7 ag 26.1 and hcGAS inh -2.7.
`CC(NC(=O)C1CCN(Cc2ccccc2)CC1)c1cccc2ccccc12` (centres undefined) gave mcGAS lum -2.1, NPYLR7 ag 10.1 and hcGAS inh -5.0.
Nc1nnc(C2CC/C(=C/c3ccc(Cl)cc3Cl)C2=O)s1 (centres undefined) was read as mcGAS lum 2.0, NPYLR7 ag 3.6 and hcGAS inh -0.6.
Screening CCOC(=O)c1c(NC(=O)c2c(C)noc2C)c(-c2cccc(F)c2)cn1C returned mcGAS lum -4.1, NPYLR7 ag 18.0 and hcGAS inh -4.6.
CCC(C(=O)N(Cc1ccc(F)cc1)Cc1cc(NC(=O)C2CCC2)ccc1N(C)C)c1ccccc1 (centres undefined) was read as mcGAS lum -5.0, NPYLR7 ag 4.4 and hcGAS inh -9.6.
Screening O=C(CCC1CCCCC1)NCCCn1nc(-c2cccnc2)ccc1=O returned NPYLR7 ag 9.2 and hcGAS inh -6.5.
`CCC1=NN(C(=O)c2cccc(C)c2)C(O)(C(F)(F)F)C1` (centres undefined) gave NPYLR7 ag 6.5 and hcGAS inh -8.6.
`COc1cccc(Nc2nnc(C(O)C(C)C)s2)c1` (centres undefined) gave mcGAS lum -7.3, NPYLR7 ag 3.2 and hcGAS inh -4.0.
`N#Cc1ccc(CN2CCN(C(=O)Nc3ccc(Cl)cc3)CC2)cc1` gave NPYLR7 ag -1.5 and hcGAS inh -10.8.
For COc1ccccc1C1C(C(=O)OC(C)C)=C(C)NC2=C1C(=O)CC(c1ccccc1)C2 (centres undefined) the results were mcGAS lum -6.9, NPYLR7 ag 4.2 and hcGAS inh -8.0.
Screening CC(=O)Nc1ccc(CN(C)c2c(C)nc3ccc(C(=O)NCCC(C)C)cn23)cc1 returned mcGAS lum -3.6, NPYLR7 ag 4.6 and hcGAS inh -7.5.
For Cc1nn(C)c(C)c1C=CC(=O)N1CCN(S(=O)(=O)c2c(Cl)cccc2Cl)CC1 the results were mcGAS lum 0.5, NPYLR7 ag 3.7 and hcGAS inh 4.6.
Screening Cc1ccc2c(c1)c(CNC(C)CCc1ccc(O)cc1)nn2C (centres undefined) returned mcGAS lum -0.4, NPYLR7 ag 10.4 and hcGAS inh -1.6.
`CC(=O)NCCNC(=O)c1ccc2nc(C)c(N(C)Cc3ccc(NC(C)=O)cc3)n2c1` gave mcGAS lum -2.6, NPYLR7 ag 15.0 and hcGAS inh -4.5.
Screening CCOC(=O)C1(CCc2ccccc2)CCN(C(=O)c2ccc(Cn3cnnn3)cc2)CC1 returned mcGAS lum -12.5, NPYLR7 ag 14.2 and hcGAS inh -5.3.
For CSc1ncccc1C(=O)N[C@H]1C[C@H]2C(=O)NCC(=O)N2C1 the results were NPYLR7 ag 1.4 and hcGAS inh -9.7.
O=C(C1CC1)N1CCC(N2CCN(c3nccc4ccccc34)CC2)CC1 was read as NPYLR7 ag -1.4 and hcGAS inh 1.1.
For CCOC(=O)c1cc(-c2ccc(N3CCN(C(=O)COCc4ccccc4)CC3)cc2)n(-c2cccc(F)c2)n1 the results were mcGAS lum -7.5, NPYLR7 ag 25.0 and hcGAS inh -6.8.
CC(=O)c1ccc(S(=O)(=O)NCCOc2ccc(-c3cccs3)nn2)cc1 was read as mcGAS lum -9.3, NPYLR7 ag -3.4 and hcGAS inh -12.8.
Screening CC(C)NC(=O)c1cccc(-c2cc(Cl)cc3c2OC(CN)C3)c1 (centres undefined) returned NPYLR7 ag 3.0 and hcGAS inh 1.8.
Screening CCOC(=O)CCCSc1nnc(Cc2ccccc2)n1-c1ccccc1C returned mcGAS lum -0.4, NPYLR7 ag -6.6 and hcGAS inh -0.2.
Screening CC(=O)N1CCN(c2cc(-c3ccccc3)nc(SCc3cccc(C(=O)N4CCCC4)c3)n2)CC1 returned mcGAS lum -2.7, NPYLR7 ag -4.5 and hcGAS inh -5.5.
`Cc1ccc(C2C(CN3CCOCC3)=C(c3ccccc3)Oc3ccccc32)cc1` (centres undefined) gave NPYLR7 ag -9.6 and hcGAS inh 1.5.
CS(=O)(=O)c1ccc(CNC(=S)NCC2CCCO2)cc1 (centres undefined) was read as NPYLR7 ag -3.3 and hcGAS inh -7.0.
Screening O=C1NC(=O)C(CC(=O)N2CCC3(CCc4ccccc43)CC2)N1 (centres undefined) returned NPYLR7 ag 8.0 and hcGAS inh -1.2.

Of the compounds above, five contain a CF3 group:
For O=S(=O)(c1cccc(C(F)(F)F)c1)N1CCN(C(c2ccccc2)c2ccc(Br)cc2)CC1 (centres undefined) the results were mcGAS lum -5.4, NPYLR7 ag 5.4 and hcGAS inh -5.0.
`COc1cc(OC)cc(C(=O)N2CCC3(CC2)SCCN3C(=O)c2ccc(C(F)(F)F)cc2)c1` gave mcGAS lum -5.1, NPYLR7 ag 17.3 and hcGAS inh -6.3.
`Cc1cc(C)c(NC(=O)C(C)N2CCCC(C(F)(F)F)C2)c(C)c1` (centres undefined) gave NPYLR7 ag 8.2 and hcGAS inh -12.7.
Screening COc1cc(NC(=O)c2cnn3c(C(F)(F)F)cc(-c4cccs4)nc23)c(OC)cc1Cl returned mcGAS lum -5.3, NPYLR7 ag 13.8 and hcGAS inh -5.2.
`CCC1=NN(C(=O)c2cccc(C)c2)C(O)(C(F)(F)F)C1` (centres undefined) gave NPYLR7 ag 6.5 and hcGAS inh -8.6.

Following part.
For COC(=O)c1ccc2c(c1)C1CC(C)(O2)N(c2cc(C)cc(C)c2)C(=O)N1 (centres undefined) the results were mcGAS lum -6.8, NPYLR7 ag -2.1 and hcGAS inh -8.7.
For COc1ccc(OC)c(C=NN2CCN(C3c4ccccc4-c4ccccc43)CC2)c1 the results were mcGAS lum -5.8, NPYLR7 ag 4.6 and hcGAS inh -7.6.
`CC(c1cccc(O)c1)N(C)C(=O)c1ccc(CNC(=O)OC(C)(C)C)o1` (centres undefined) gave NPYLR7 ag 7.8 and hcGAS inh 4.8.
COc1ccccc1-c1nnc(SCC(=O)c2ccc3c(c2)OCO3)o1 was read as NPYLR7 ag -2.7 and hcGAS inh -9.4.
For COc1cccc(-c2nnc(SCc3ccc(C(=O)N4CCCC4)cc3)n2Cc2ccccc2)c1 the results were mcGAS lum -3.9, NPYLR7 ag 1.9 and hcGAS inh -3.7.
Cc1ccc(OCCCC(=O)Nc2nonc2C)cc1C was read as mcGAS lum -9.0, NPYLR7 ag 1.1 and hcGAS inh -4.5.
CC(=O)OCc1ccc(C2Nc3ccccc3C(=O)N2CCCN2CCOCC2)o1 (centres undefined) was read as mcGAS lum -4.8, NPYLR7 ag 3.6 and hcGAS inh -1.6.
For COCCNc1nc2c(C)cccn2c(=O)c1C=C1SC(=S)N(CCOC)C1=O the results were mcGAS lum -6.0, NPYLR7 ag 3.2 and hcGAS inh -4.3.
`Cc1ccc(Cn2c(=O)n(CC3CCC(C(=O)N4CCOCC4)CC3)c(=O)c3sccc32)cc1` (centres undefined) gave mcGAS lum -6.3, NPYLR7 ag 2.5 and hcGAS inh -7.6.
Screening CSc1cccc(CN2CCCCC2c2ccccn2)c1 (centres undefined) returned mcGAS lum -11.3, NPYLR7 ag 25.0 and hcGAS inh -5.9.
For CCN=c1scc(CC(=O)OCC)n1-c1c(C)cc(C)cc1C the results were NPYLR7 ag 2.5 and hcGAS inh -2.8.

Compound activity: PubChem BioAssay, Fisher Drug Discovery Resource Center
